AMA1 RON2 block: AMA1-RON2 (P. falciparum) interaction inhibition | AlphaScreen AMA1-biotinylated RON2 peptide binding | Potency, µM (series often up to 58.2 µM), inactives show at the top dose activity change, negative = inhibition, actives largely listed as inhibitors | 0.2% of 360,000 active | AID 720542;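 note: potency is the fitted concentration of half-maximal effect; 0% = vehicle wells and -100% = peptide control; nearly all actives have a fitted effect of over 45% in size; some results filed as inactive show a strong effect at the top dose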
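AMA1 (3D7) with his tag at 25 nM final met compounds first, then biotinylated RON2 peptide at 25 nM; detection used donor plus acceptor beads, 10 µg/mL apiece, read by AlphaScreen after 30 min at room temperature.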
AmpC inh no detg: blocks E. coli AmpC beta-lactamase in detergent-free assay | AmpC nitrocefin hydrolysis, absorbance 480 nm, 0.0001% Triton | AID 485341 | P00811 | Potency, µM (highest dose often 57.1 µM), inactives show top-dose activity change, negative = inhibition, usual class: inhibitors | 0.52% of 330,000 active;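 note: potency is the fitted concentration of half-maximal effect; plate controls were no compound for no effect and no enzyme for full effect; nearly all actives have a fitted effect of over 20% in size; some results filed as inactive show a strong effect at the top dose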
Target sequence (P00811 whole entry, looked up): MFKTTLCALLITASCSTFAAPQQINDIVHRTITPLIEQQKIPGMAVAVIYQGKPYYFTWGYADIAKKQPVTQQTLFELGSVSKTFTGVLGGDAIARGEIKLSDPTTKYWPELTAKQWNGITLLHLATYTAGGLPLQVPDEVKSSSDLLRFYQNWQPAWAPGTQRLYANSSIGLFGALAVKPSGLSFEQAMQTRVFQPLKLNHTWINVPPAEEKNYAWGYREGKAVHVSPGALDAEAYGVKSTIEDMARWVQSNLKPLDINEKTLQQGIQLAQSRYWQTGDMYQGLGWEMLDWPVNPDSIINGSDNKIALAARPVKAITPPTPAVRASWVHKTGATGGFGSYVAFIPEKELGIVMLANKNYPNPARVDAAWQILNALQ
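20 mM phosphate pH 7.0 + 0.01% (detergent screen) or 0.0001% Triton X-100; 5.3 nM AmpC reagent; cpd preinc 15 min RT; nitrocefin (800 uM stock) to start; A480 q20 s × 4 min; Activity was normalised to no-enzyme and no-compound control wells.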
LmPK inhibitor: inhibitors of Leishmania mexicana pyruvate kinase; Q27686; purified LmPK, Kinase-Glo ATP luminescence, 1 h; Potency, µM (series often up to 57.5 µM), for inactives: top-dose activity change, negative = inhibition, usual class: inhibitors; 0.37% of 290,000 active; AID 1721; note: potency is the fitted concentration of half-maximal effect
Target sequence (Q27686 whole entry, looked up): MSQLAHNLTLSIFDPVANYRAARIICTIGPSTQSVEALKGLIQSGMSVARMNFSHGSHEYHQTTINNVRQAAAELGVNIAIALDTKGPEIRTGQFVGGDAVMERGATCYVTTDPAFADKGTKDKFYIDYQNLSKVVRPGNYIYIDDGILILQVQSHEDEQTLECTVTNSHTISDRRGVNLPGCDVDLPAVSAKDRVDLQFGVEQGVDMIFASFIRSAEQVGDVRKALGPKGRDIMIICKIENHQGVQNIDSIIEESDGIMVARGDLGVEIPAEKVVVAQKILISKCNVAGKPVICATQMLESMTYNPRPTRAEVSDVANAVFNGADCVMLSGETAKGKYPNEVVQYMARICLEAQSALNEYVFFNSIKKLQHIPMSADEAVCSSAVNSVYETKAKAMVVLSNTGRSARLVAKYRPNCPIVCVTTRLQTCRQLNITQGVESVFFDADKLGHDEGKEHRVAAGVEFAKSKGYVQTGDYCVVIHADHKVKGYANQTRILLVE
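Pyruvate kinase activity monitored as ATP production (luciferase luminescence). Conditions: 0.1 nM enzyme, 0.5 mM PEP, 0.1 mM ADP, 1 h, RT; normalized against uninhibited and no-enzyme wells.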
Tb PYK inh: T. brucei pyruvate kinase inhibition. Q57TT1. TbPYK enzyme, Kinase-Glo Plus ATP luminescence, 45 min. Potency, µM (top dose mostly 76.8 µM), without a hit: at the highest dose activity, negative = inhibition, hits mostly inhibitors. 0.12% of 410,000 active. AID 624173; note: potency is the fitted concentration of half-maximal effect; nearly all actives have a fitted effect of over 50% in size
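In this concentration-response screen, enzyme-free wells defined baseline while DMSO plates tracked drift. Each reaction combined TbPYK, substrate, compound and 130 uM ADP for 45 min at room temperature. Kinase-Glo Plus luminescence gave the signal.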
HCV inhibitor: inhibitors of hepatitis C virus infection | Huh7.5.1 HCVcc-Cre infection, luciferase reporter, 44 h | Potency, µM (doses to about 41.8 µM), inactives show top-dose activity change, negative = inhibition, actives largely listed as inhibitors | 3.4% of 340,000 active; note: potency is the fitted concentration of half-maximal effect
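HCVcc-Cre virus at an moi near 0.5 was added right after compound to cells cultured 4 h from seeding (1,000 cells/well). Luciferase activity was determined 44 h later, 15 min after substrate addition at RT.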
HCMV antiviral: human cytomegalovirus inhibition. HFF cells, HCMV-luciferase reporter, 72 h; stronger effect = lower value. activity change, negative = inhibition, % at 57.5 µM. 4.5% of 410,000 active. AID 1259415; in the data active = activity change below about -60%; inconclusive = no clear call, values can overlap the other calls; inactive = above about -39%
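Two-dose cell screen: HFF monolayers treated with compounds and infected with luciferase-expressing HCMV at 1 PFU/cell, 72 h at 37C, then lysed for luciferase measurement.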
AmpC inh detg: AmpC beta-lactamase inhibition with detergent present | P00811 | AmpC hydrolysis of nitrocefin, absorbance 480 nm, 0.01% Triton | Potency, µM (doses to about 114 µM), without a hit: at the top dose activity change, negative = inhibition, actives largely listed as inhibitors | 0.041% of 370,000 active | AID 485294;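 note: potency is the fitted concentration of half-maximal effect; 0% = no-compound wells and -100% = no-enzyme wells; nearly all actives have a fitted effect of over 25% in size; some results filed as inactive show a strong effect at the top dose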
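AmpC (5.3 nM in the dispensed reagent) in 20 mM phosphate pH 7.0 with 0.01% (detergent screen) or 0.0001% Triton X-100 was preincubated with compounds for 15 min at room temperature. Nitrocefin was then added from an 800 uM solution, and hydrolysis was followed at 480 nm.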
Numbers without * were called inactive; ? = inconclusive; . = no result given; & = joins results of further samples; [ ] = remark or other dose. Unless noted, calls come from the whole dose curve; as a rule, active = well fitted curve in the direction sought with a large enough effect; inconclusive = small, poorly fitted or top-dose-only effect, or another doubt; inactive = no such curve, though single readings can be large; an effect the other way counts as inactive or inconclusive. Unless noted, % is set by controls: 0 for no effect and ±100 for the full control effect. Rows are unselected. About 7.5% of those tested had a hit in this group.

SMILES	AMA1 RON2 block	AmpC inh no detg	LmPK inhibitor	Tb PYK inh	HCV inhibitor	HCMV antiviral	AmpC inh detg
COc1cccc(NC(=O)CN(C)C(=O)c2ccc3c(c2)S(=O)(=O)N=C2CCCCCN23)c1	0%	?	.	-20%	32%[activator]	-23	-4%
Cc1ccc(S(=O)(=O)N=N/C=C2\C=CC=CN2O)cc1	24%	.	.	4%	.	-4	.
O=C1CC(Cc2ccc(Br)cc2)C(=O)N1c1ccccc1 (stereo not drawn)	10%	-9%	5%	5%	-1%	-20	-3%
CCc1nnc(NC(=O)CN2C(=O)CCC2=O)s1	-6%	-18%	-6%	-4%	12%	9	-1%
O=C1/C(=C/Nc2ccc3c(c2)OCO3)CCc2ccccc21	-11%	0%	13µM*	?	?	-62*	0%
CCOc1ccc(S(=O)(=O)Nc2ccc(C(=O)NCC3(N4CCCCC4)CCCCC3)cc2)cc1	-4%	0%	.	2%	?	-8	10%
C=COC(=O)NC1CCc2cc(OC)c(OC)c(OC)c2-c2ccc(SC)c(=O)cc21 (stereo not drawn)	-2%	.	.	-7%	11%	?	.
CCC(C(=O)N/N=C/c1cccnc1)c1ccccc1 (stereo not drawn)	6%	70%[activator]	-7%	3%	-1%	21	10%
COC(=O)Oc1ccc(/C=N/NC(=O)CSCc2ccccc2Br)cc1OC	-5%	1%	-1%	-5%	?	-39	1%
COc1ccc(S(=O)(=O)/N=C2/NC(=O)/C(=C/c3ccco3)S2)cc1	-13%	-26%	10%	-3%	-4%	14	-4%
Cc1ccc([C@H]2C(C(=O)O)=CC[C@@H](c3ccc(C)cc3)N2S(=O)(=O)c2ccccc2C)cc1	-4%	-11%	.	1%	13%	-11	.
COc1ccc(OC)c(S(=O)(=O)Nc2ccccc2C(=O)O)c1	-7%	-20%	-3%	3%	16%	-29	0%
O=C(NCc1ccccc1)c1ccc(CS(=O)(=O)Cc2ccccc2F)o1	0%	-11%	7%	4%	0%	-19	-4%
Cc1ccc(N(Cc2ccco2)C(=O)c2ccc(N3CCCCC3)c([N+](=O)[O-])c2)cc1	?	-17%	5%	-5%	?	-66*	1%
CCC(=O)Nc1nn(CC(C)C)c2nc3ccc(C)cc3cc12	15%	-11%	-1%	2%	-23%	20	0%
Cc1ccccc1N1CCN(C2CCCN(C(=O)CCC(=O)N(C)C)C2)CC1 (stereo not drawn)	-6%	35%	-2%	-8%	-6%	65	-4%
CC(C)(C)C(=O)NC1CCN(S(C)(=O)=O)CC1	-4%	-10%	5%	6%	2%	5	?
O=C(CN1C(=O)NC2NC(=O)NC21)N/N=C/c1ccccc1F (stereo not drawn)	.	0%	8%	.	.	.	-2%
O=C1/C(=C\c2ccccc2)SC(=S)N1CCC(=O)N1CCCCC1CCO (stereo not drawn)	-5%	164%[activator]	-3%	4%	22%	-86*	2%
CCn1c(C)c(C2N3CC4(C)CN2CC(C)(C3)C4=O)c2ccccc21 (stereo not drawn)	.	.	.	2%	.	4	2%
CCOP(=O)(OCC)c1nc(-c2cccc3ccccc23)oc1N1CCOCC1	12%	266%[activator]	5%	0%	?	108	-7%
Cc1cc(C)c(NC(=O)Cn2nc(-c3ccccc3)nc2-c2ccccc2)c(C)c1	-4%	-3%	1%	-21%	14%	-14	-2%
CC1(Cc2cccc(F)c2)C(=O)Nc2ccc(S(=O)(=O)NC3CCCCC3)cc21 (stereo not drawn)	-1%	.	.	2%	.	0	.
COc1ccccc1Cn1cc(C(=O)c2ccc(Cl)cc2)c(=O)c2ccccc21	.	.	.	-2%	.	-101*	5%

An excerpt of these results, with values under each structure:
Order of values: AMA1 RON2 block, AmpC inh no detg, LmPK inhibitor, Tb PYK inh, HCV inhibitor, HCMV antiviral, AmpC inh detg
- O=C1/C(=C/Nc2ccc3c(c2)OCO3)CCc2ccccc21
→ -11%, 0%, 13µM*, ?, ?, -62*, 0%
- CCOc1ccc(S(=O)(=O)Nc2ccc(C(=O)NCC3(N4CCCCC4)CCCCC3)cc2)cc1
→ -4%, 0%, ., 2%, ?, -8, 10%
- C=COC(=O)NC1CCc2cc(OC)c(OC)c(OC)c2-c2ccc(SC)c(=O)cc21 (stereo not drawn)
→ -2%, ., ., -7%, 11%, ?, .
- CCC(C(=O)N/N=C/c1cccnc1)c1ccccc1 (stereo not drawn)
→ 6%, 70%[activator], -7%, 3%, -1%, 21, 10%

(more compounds)
SMILES	AMA1 RON2 block	AmpC inh no detg	LmPK inhibitor	Tb PYK inh	HCV inhibitor	HCMV antiviral	AmpC inh detg
CCC1c2ccc(C)n2CCN1C(=O)Nc1cc(Cl)ccc1OC (stereo not drawn)	42%[activator]	10%	2%	4%	?	23	1%
CCCn1nnnc1SCC(=O)NCc1ccc2c(c1)OCO2	1%	-6%	-3%	-4%	-6%	-5	-5%
CCCOC(=O)c1c(NC(=O)c2nc3ncccn3n2)sc(C(=O)OCC)c1C	.	.	.	-1%	.	14	24%
COc1ccc(C2c3c(ccc4ccccc34)Oc3ncn4nc(Cc5ccc(OC)c(OC)c5)nc4c32)cc1 (stereo not drawn)	.	-21%	-2%	.	4%	.	0%
COC(=O)c1ccc(OCC(O)CN2C(=O)c3ccccc3C2=O)cc1 (stereo not drawn)	6%	0%	1%	8%	1%	-3	-4%
Cc1nnc(SCC(=O)N(C(C)C)C(C)C)nc1C	96%[activator]	-7%	-1%	-2%	-2%	-40	3%
CN(C)C(CNC(=O)CCc1c[nH]c2ccccc12)c1ccccc1 (stereo not drawn)	3%	0%	-7%	7%	1%	.	1%
Cc1ccccc1CN1CCC(n2nccc2NC(=O)c2cccnc2)CC1	-4%	-10%	1%	4%	10%	1	-5%
CCc1cccc(OCC(=O)Nc2ccc(S(=O)(=O)Nc3cc(C)nc(C)n3)cc2)c1	.	.	.	-1%	.	-10	4%
CCc1cc(C(=O)Nc2cc(S(=O)(=O)N(CC)CC)ccc2N2CCN(C)CC2)sc1C	12%	150%[activator]	.	-6%	?	-7	-10%
Cc1nnc(NC(=O)CSc2cn(CCNC(=O)c3ccccc3)c3ccccc23)s1	0%	-26%	-1%	13%	-11%&-23%	41	?
O=C(CS(=O)(=O)c1c[nH]c2ccccc12)NC1CCCCC1	-2%	0.5µM*	-1%	-1%	17%	?	-12%
CCCCC(CC)C(=O)Nc1cc(C(=O)NCc2ccc(C)cc2)ccc1N1CCC2(CC1)CC(c1cccc(Br)c1)=NO2 (stereo not drawn)	-3%	-42%	.	0%	16%	10	-13%
Cc1cccc(NC(=O)CNC(=O)c2ccc(-n3cncn3)c([N+](=O)[O-])c2)c1C	6%	-11%	.	7%	1%	3	?
COc1ccc(CNC(=O)/C(C)=C\C(=O)O)cc1	17%	21%	0%	-2%	32%[activator]	-26	-1%
CCc1ccc(N=CC23c4ccccc4C(c4ccccc42)C2C(=O)N(c4ccc(OC)cc4)C(=O)C23)cc1 (stereo not drawn)	11%	-14%	0%	-11%	?	61	0%
CN(C)CCOCCOc1ccc(Cl)c2ccccc12	2%	75%[activator]	-3%	-1%	10µM*	34	3%
COc1ccc(N(CC(=O)Nc2cccc(N(C)S(C)(=O)=O)c2)S(=O)(=O)c2ccc(F)cc2)cc1	0%	-6%	4%	-7%	-23%	8	-2%
CC(=O)NC1=NN(C(C)=O)C(C)(c2cccs2)S1 (stereo not drawn)	9%	-15%	-3%	-11%	3%	-31	-2%
O=c1c2ccccc2ncn1-c1ccccc1F	-6%	-11%	2%	-1%	-2%	-36	4%
CC1=CC(O)C(O)C2(C)C1CC1OC(=O)CC3C(C)C(O)C(=O)C2C13CO (stereo not drawn)	4%	.	.	-2%	?	.	.
Cc1c(Cl)cccc1Nc1nc(N)nc(CN2CCc3ccccc3C2)n1	8%	43%	3%	-6%	?	-22	2%
COc1ccc(-c2nc(CS(=O)(=O)CC(=O)NC3CCCCC3C)c(C)o2)cc1 (stereo not drawn)	9%	22%	2%	-29%	-16%	-30	?
O=C(NCc1ccccc1)c1ccc(S(=O)(=O)N2CCCCCC2)cc1	-4%	.	.	-10%	.	-13	.
CC(C)CCNC(=O)C(=O)Nc1c2c(nn1-c1ccc(Cl)cc1)CSC2	.	.	.	10%	.	-15	1%
COc1ccc(-c2[nH]n(-c3ccc([N+](=O)[O-])cc3)c(=O)c2C=NCC2CCCO2)cc1 (stereo not drawn)	0%	-20%	9%	-5%	-2%	-27	6%
O=C(Nc1ccccc1)[C@@H]1CC=C[C@@H]2CCN(Cc3ccccc3)C(=O)[C@@H]21	3%	.	.	2%	-14%	-17	.
COc1ccc(C(=O)Nc2c(F)c(F)c(F)c(F)c2F)c(OC)c1	-5%	-20%	-2%	-5%	-27%	-8	2%
CC1=NC(=O)C(N=Nc2cccc(O)c2)N1c1ccccc1 (stereo not drawn)	-9%	-23%	2%	0%	?	136	?
Cc1cccc(OCCCn2c(=O)oc3ccccc32)c1	6%	-23%	-2%	-8%	4%	2	4%
COc1ccc(-c2ccc(OC)c(OC)c2OC)c(OC)c1OC	3%	.	.	-2%	12%	2	.
COc1ccc(NC(=O)/C(N=Nc2cc(S(=O)(=O)Nc3ccc(OC)cc3)ccc2OC)=C(\C)O)cc1	0%	-17%	-5%	0%	-14%	-28	?
CCCc1ccc(-c2csc(NC(=O)Cc3cccs3)n2)cc1	2%	-34%	3%	-8%	?	-4	1%
Cc1ccc2cc(C)c3nnc(SCC(=O)NCc4ccco4)n3c2c1	-6%	67%[activator]	6%	-7%	-14%	-5	-12%
COc1cc(NC(=O)C2=CC(c3ccco3)=NS(=O)(=O)N2C)cc(OC)c1OC	-2%	-12%	11%	-2%&-7%	5%	-27&4	7%&19%
COc1cc(OC)c2c(-c3ccccc3)cc(=O)oc2c1C(CCN1CCCCC1)c1ccc(N(C)C)cc1 (stereo not drawn)	25µM*	199%[activator]	7%	-8%	-9%	.	3%
CCC1=Nc2cc(C(=O)NCC3CCCO3)ccc2Sc2ccc(Cl)cc21 (stereo not drawn)	-8%	129%[activator]	6%	5%	?	0	5%
Cc1ccc(-n2c3c(c(=O)[nH]c2=O)C(NS(=O)(=O)c2ccc(Cl)cc2)(C(F)(F)F)C(=O)N3)cc1 (stereo not drawn)	-5%	-14%	2%	-2%&5%	7%	?	-4%&-2%
COc1ccc(C)cc1NC(=S)NNC(=O)c1ccccc1Cl	78%[activator]	-25%	-3%	-8%	18%	76	2%
O=C(Cc1ccc(F)cc1)Nc1cccc(S(=O)(=O)N2CCCC2)c1	16%	18%	.	-5%	?	-1	?

Screens from PubChem BioAssay.
